PLAP activator = human PLAP activation. P05187. 96,000 compounds, 1.2% hits. activation fold at 20 µM. purified PLAP enzyme, luminescent substrate read-out; hits give high values; in the data active = activation fold above about 2
Target sequence (P05187 whole entry, looked up): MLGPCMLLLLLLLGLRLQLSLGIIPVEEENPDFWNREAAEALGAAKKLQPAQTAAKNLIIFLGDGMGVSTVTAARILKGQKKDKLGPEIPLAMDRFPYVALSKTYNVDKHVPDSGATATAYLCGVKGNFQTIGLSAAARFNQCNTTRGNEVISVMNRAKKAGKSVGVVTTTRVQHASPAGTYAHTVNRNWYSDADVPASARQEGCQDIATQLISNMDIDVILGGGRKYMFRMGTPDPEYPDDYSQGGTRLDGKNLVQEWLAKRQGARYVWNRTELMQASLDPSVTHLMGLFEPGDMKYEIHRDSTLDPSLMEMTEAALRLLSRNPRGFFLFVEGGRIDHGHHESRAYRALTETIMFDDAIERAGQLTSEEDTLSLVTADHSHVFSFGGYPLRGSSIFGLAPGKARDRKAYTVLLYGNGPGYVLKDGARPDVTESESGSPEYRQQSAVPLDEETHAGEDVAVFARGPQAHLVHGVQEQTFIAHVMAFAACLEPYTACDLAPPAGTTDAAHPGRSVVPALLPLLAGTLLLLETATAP
Plk1 PBD FP = blocks phosphopeptide binding to human Plk1 polo box domain. AID 693. Plk1 PBD phosphopeptide binding, fluorescence polarization. inhibition, %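 (tested at about 20 µM)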. 97,000 compounds, 0.13% hits. P53350; in the data active = inhibition above about 34%, passing the limit was not always enough
CYP2C9 inh = blocks human cytochrome P450 2C9; 96,000 compounds, 20% hits; CYP2C9 Supersomes, luciferin-H conversion, luminescence; inhibition, % at 5 µM; P11712;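 active = blocking of liver enzyme CYP2C9 beyond about 50% at 5 µM, limit read from the data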; also: values of inactives mirror those of a sister screen read the other way
Target sequence (P11712 whole entry, looked up): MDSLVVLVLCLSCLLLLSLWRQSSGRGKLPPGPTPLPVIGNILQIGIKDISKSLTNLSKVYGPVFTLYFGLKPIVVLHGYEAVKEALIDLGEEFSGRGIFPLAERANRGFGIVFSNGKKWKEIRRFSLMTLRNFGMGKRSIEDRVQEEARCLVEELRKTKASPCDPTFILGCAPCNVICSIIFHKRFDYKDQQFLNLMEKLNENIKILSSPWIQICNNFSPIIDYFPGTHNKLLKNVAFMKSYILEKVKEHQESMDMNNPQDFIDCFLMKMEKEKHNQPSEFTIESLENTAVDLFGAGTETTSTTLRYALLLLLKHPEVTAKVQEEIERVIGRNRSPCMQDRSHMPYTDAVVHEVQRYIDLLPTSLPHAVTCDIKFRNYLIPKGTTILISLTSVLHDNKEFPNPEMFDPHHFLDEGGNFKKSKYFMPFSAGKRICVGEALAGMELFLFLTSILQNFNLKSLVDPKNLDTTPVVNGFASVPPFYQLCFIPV
EphB4 antag = blocks human EphB4 binding to ephrin-B2; P54760; EphB4 LBD / TNYL-RAW-Alexa532 peptide, fluorescence polarization; inhibition, % at 7 µM; 97,000 compounds, 0.15% hits; AID 720;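 active = inhibition above the screen-wide mean inhibition plus 3 SD, cut at about 15% in these data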;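 also: 0% = DMSO wells and 100% = excess unlabeled TNYL-RAW peptide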
CYP2C19 inh = human CYP2C19 inhibition; inhibition, % at 5 µM; CYP2C19 Supersomes, luciferin-H EGE luminescence, 30 min; 96,000 compounds, 21% hits; P33261;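 active = CYP2C19 inhibition above a set limit at 5 µM in the primary screen, cut at about 50% in these data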;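 also: plate controls were negative control wells for no effect and 2.5 mM tranylcypromine positive control for full effect; values of inactives mirror those of a sister screen read the other way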
PLK1 kinase inh = blocks human PLK1 kinase activity; inhibition, % at 10 µM; recombinant PLK1 kinase, TR-FRET peptide phosphorylation; 97,000 compounds, 0.53% hits; P53350;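 active = inhibition of 50% or more in the single-concentration screen; inactive = inhibition below 50%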;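 also: 0% = DMSO max control and 100% = H-89 dihydrochloride min control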
CYP2C19 act = increases human CYP2C19 enzyme activity. P33261. recombinant CYP2C19, luciferin-H EGE luminescence; hits give high values; 0 = fully inhibited enzyme, 1 = untreated enzyme. activation factor at 5 µM. 96,000 tested, under 10 active. AID 1025;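 active = activation factor of at least 2 at 5 µM in the primary screen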;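 also: 0 = wells with 2.5 mM tranylcypromine and 1 = vehicle-only wells; values of inactives mirror those of a sister screen read the other way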
CYP2C9 activ = increases human cytochrome P450 2C9 activity | 96,000 compounds, 1.4% hits | P11712 | recombinant CYP2C9, luciferin-H conversion, luminescence; hits give high values; factor 1 = untreated enzyme, 0 = blocked | activation factor at 5 µM;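 active = activation factor of 2 or more for CYP2C9 at a 5 µM dose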;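 also: 0 = sulfaphenazole-blocked wells and 1 = vehicle-only wells; values of inactives mirror those of a sister screen read the other way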
HIV Rev-RRE inh = HIV Rev-RRE protein-RNA interaction inhibition; P05866; Rev peptide-RRE RNA binding, FRET; inhibition, % at 8 µM; AID 704; 97,000 compounds, 0.79% hits;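 active = inhibition above the screen-wide mean plus 3 SD, cut at about 35% in these data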;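 also: 0% = median DMSO wells and 100% = median Neomycin B control wells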
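Assay system: Rev peptide and RRE RNA, both fluorescently labelled; times: 5 min preincubation and 15 min binding, 25 °C; detection: FRET, ex 480 nm, em 540 and 671 nm; read-out basis: % inhibition from 671/540 nm acceptor-to-donor ratio, scaled between controls; benchmarks: DMSO low control, neomycin B high control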
* = called active by the depositor; . = no result given.

Preview, 4 compounds:
item	Compound	CYP2C19 act	PLK1 kinase inh	CYP2C19 inh	Plk1 PBD FP	PLAP activator
1	CCC(C)(C)n1nnnc1C(c1cccs1)N1CCc2ccccc21 (stereo unspecified)	0.5	-12	48	-8	0.9
2	COc1ccc(S(=O)(=O)NC(CC(=O)NCc2ccc3c(c2)OCO3)c2ccco2)cc1 (stereo unspecified)	0.7	-25	28	-14	1
3	Clc1ccccc1CN(Cc1ccccc1)c1ncnc2nc[nH]c12	0.7	3	27	-10	1.7
4	CCOC(=O)C(CCCOc1cccc(CC)c1)C(=O)OCC	0.9	-14	11	36	1.3

item	CYP2C9 inh	HIV Rev-RRE inh	EphB4 antag	CYP2C9 activ
1	53*	8	6	0.5
2	9	5	0	0.9
3	44	11	4	0.6
4	13	4	-4	0.9

Results, from the first entry:
item	Compound	CYP2C19 act	PLK1 kinase inh	CYP2C19 inh	Plk1 PBD FP	PLAP activator
1	CCC(C)(C)n1nnnc1C(c1cccs1)N1CCc2ccccc21 (stereo unspecified)	0.5	-12	48	-8	0.9
2	COc1ccc(S(=O)(=O)NC(CC(=O)NCc2ccc3c(c2)OCO3)c2ccco2)cc1 (stereo unspecified)	0.7	-25	28	-14	1
3	Clc1ccccc1CN(Cc1ccccc1)c1ncnc2nc[nH]c12	0.7	3	27	-10	1.7
4	CCOC(=O)C(CCCOc1cccc(CC)c1)C(=O)OCC	0.9	-14	11	36	1.3
5	Cc1ccc2nc(SCc3nnc(-c4ccccc4)o3)[nH]c2c1	0.7	-2	30	-19	1.4
6	Cc1cc(C(=O)CSc2nnnn2C)c(C)n1-c1ccc2c(c1)OCCO2	0.5	-14	52*	10	1.6
7	COc1ccc(Oc2ccccc2/C=C/C(=O)O)cc1	1.1	-4	-13	-8	1.3
8	Cc1ccc2[nH]cc(C(=O)NCc3cccs3)c(=O)c2c1	.	-2	.	-2	.
9	Cc1ccc(/C=N\NC(=O)c2csnn2)cc1	0.6	-7	36	-4	1.1
10	Cc1oncc1-c1cn2ccccc2n1	1	-5	3	10	0.9
11	CCOc1ccc(NC(=O)CCN2CCCCC2)cc1	1	-11	2	-1	1.1
12	O=C(CN1CCN(c2ccccn2)CC1)Nc1ccc(OCc2ccccc2)cc1	0.9	-3	8	-3	1.4
13	COc1ccc(C(=O)c2c(C(F)(F)F)oc3c2C(=O)c2ccccc2C3=O)cc1	0.2	-15	75*	5	1.2
14	CCn1c(SCC(=O)N2CCN(c3ccccc3)CC2)nnc1-c1ccoc1C	0.8	-11	21	10	1.4
15	Cc1ccc(-n2ncc3c(=O)n(CC(=O)OCc4ccccc4)cnc32)cc1	0.5	-10	48	7	0.9

item	CYP2C9 inh	HIV Rev-RRE inh	EphB4 antag	CYP2C9 activ
1	53*	8	6	0.5
2	9	5	0	0.9
3	44	11	4	0.6
4	13	4	-4	0.9
5	51*	1	2	0.5
6	60*	8	3	0.4
7	-3	0	-1	1
8	.	1	1	.
9	-3	6	4	1
10	6	7	-1	0.9
11	6	2	4	0.9
12	31	4	1	0.7
13	78*	25	5	0.2
14	20	-4	-1	0.8
15	43	4	-3	0.6

Next compounds follow:
item	Compound	CYP2C19 act	PLK1 kinase inh	CYP2C19 inh	Plk1 PBD FP	PLAP activator
16	CC(C)CNS(=O)(=O)c1ccccc1C(=O)N1CCCCC1	0.7	-13	28	-26	1
17	COc1ccc(OC)c(-n2c(SCC(C)=O)nnc2-c2cccc(S(=O)(=O)N(C)C)c2)c1	0.9	-4	14	0	1.5
18	COCc1cc(Sc2c(Cl)cccc2Cl)nc(-c2ccccc2)n1	1	-10	0	-4	0.9
19	O=c1cc(CN2CCN(c3ccccc3F)CC2)c2cc3c(cc2o1)CCCC3	0.8	-8	16	-21	0.9
20	CCCNS(=O)(=O)c1ccc(CCC(=O)NCc2ccco2)cc1	1.1	-15	-7	0	1.1
21	COC(=O)C1C(=O)C2=C(CC1C)NC(=O)CC2c1ccccc1 (stereo unspecified)	0.8	-14	25	-1	1
22	COc1ccccc1N(CN1CCCC1=O)C(=O)COc1ccccc1	0.9	-8	8	-27	0.9
23	ON1C(c2ccccc2C(F)(F)F)N(O)[C@H]2CCCC[C@H]21 (stereo partly specified)	0.8	-11	24	-2	1.2
24	O=C1C(NS(=O)(=O)c2cccs2)=C(N2CCN(c3ccccc3)CC2)C(=O)c2ccccc21	0.7	-4	29	-6	1.3
25	Cc1cccc2cc(CN(Cc3ccc4c(c3)OCO4)Cc3nnnn3C3CCCC3)c(=O)[nH]c12	0.7	-7	34	-16	0.9
26	CCC(=O)Nc1ccc(S(=O)(=O)N2CCOCC2)cc1	0.9	-15	7	-13	1.1
27	CC(=O)Nc1ccc(SCC(=O)c2cc(C)n(Cc3cccs3)c2C)cc1	0.9	-7	14	13	1.1
28	CC(=O)C1C(c2ccc(F)c(F)c2)NC(=O)NC1(O)C(F)(F)F (stereo unspecified)	.	-7	.	-19	.
29	CCCc1cc(=O)[nH]c(Nc2ccc(N3CCCCC3)cc2)n1	0.9	-9	10	1	1.7
30	COc1cccc(N2CCN(Cc3ccsc3)CC2)c1	0.1	-2	91*	25	1.2

item	CYP2C9 inh	HIV Rev-RRE inh	EphB4 antag	CYP2C9 activ
16	6	3	-9	0.9
17	17	0	4	0.8
18	18	11	-3	0.8
19	19	12	6	0.8
20	20	6	4	0.8
21	29	4	-4	0.7
22	7	7	3	0.9
23	-2	4	1	1
24	63*	5	-2	0.4
25	38	0	1	0.6
26	11	7	0	0.9
27	63*	2	8	0.4
28	.	5	1	.
29	38	6	0	0.6
30	50*	2	-1	0.5

(further entries)
item	Compound	CYP2C19 act	PLK1 kinase inh	CYP2C19 inh	Plk1 PBD FP	PLAP activator
31	Oc1c(C(c2ccccc2)N2CCc3ccccc3C2)sc2ncnn12 (stereo unspecified)	.	13	.	-15	.
32	COC(=O)CN(c1ccc(C)cc1)S(=O)(=O)c1ccc2c(c1)n(C)c(=O)c(=O)n2C	1	-24	0	1	1
33	COc1cccc(NC(=O)C2CCCN(S(=O)(=O)c3cccc4cccnc34)C2)c1 (stereo unspecified)	0.7	-9	33	-15	1
34	O=C(Nc1nc2ccccc2n1Cc1ccc(Cl)cc1)c1ccco1	0.9	.	5	.	0.9
35	CCCCC(=O)OCC(=O)Nc1ccc(OC(F)F)cc1	0.7	-6	31	-10	0.9
36	C[N+](C)(C)CCN(Cc1ccc(Cl)cc1)c1ccccn1	1.1	-10	-5	-8	0.7
37	Cc1c(C(=O)N2CCCC2)sc(NC(=O)c2ccccc2)c1C#N	.	-16	.	0	.
38	CCCCn1cnc2c1c(=O)n(CC(=O)c1cc(C)n(C)c1C)c(=O)n2CC(C)C	0.8	-13	23	3	1.4
39	COc1ccc(C)cc1-n1nnnc1SCC(=O)c1ccc2c(c1)OCCO2	1	-10	-3	-20	1.1
40	COc1nnc(-c2ccc(N3CCCCC3)c(NC(=O)C3CCCCC3)c2)c2ccccc12	0.8	-3	24	0	1.7
41	CCOC(=O)c1ccc(S(=O)(=O)N2CCN(CC(=O)NC(=O)NC3CCCCC3)CC2)cc1	0.8	-13	16	-8	1.6
42	COc1c(C)cccc1C(=O)Nc1ccc(N2CCN(S(C)(=O)=O)CC2)cc1	1	-13	-1	1	0.9
43	CCCc1[nH]nc2c1C(c1cccc(OC)c1)C(C#N)=C(N)O2 (stereo unspecified)	0.3	3	73*	-1	1.5
44	CCCC1=[N+](CC(=O)c2ccccc2)CCn2c(C)ccc21	1.1	-9	-13	-15	0.7
45	CCCc1nnc(SCC(=O)N2C(C)CCCC2C)n1CCCOC (stereo unspecified)	0.8	-5	17	20	1.1

item	CYP2C9 inh	HIV Rev-RRE inh	EphB4 antag	CYP2C9 activ
31	.	-2	4	.
32	39	0	1	0.6
33	-2	5	0	1
34	11	.	.	0.9
35	17	7	8	0.8
36	0	-15	-6	1
37	.	9	2	.
38	31	5	7	0.7
39	-17	10	1	1.2
40	40	16	-2	0.6
41	60*	4	-2	0.4
42	-1	1	6	1
43	76*	4	1	0.2
44	-12	7	2	1.1
45	25	3	6	0.8

Later entries.
item	Compound	CYP2C19 act	PLK1 kinase inh	CYP2C19 inh	Plk1 PBD FP	PLAP activator
46	O=C(CN(C(=O)c1ccco1)c1cccc(F)c1)NCc1ccc(F)cc1	0.2	-11	78*	-2	1
47	O=C(CSc1nc2ccccc2[nH]1)c1ccco1	0.3	1	65*	16	1.4
48	Cc1nn(Cc2ccccc2Cl)c2sc(C(=O)NC(C)(C)C)cc12	0.6	-10	37	-10	0.8
49	Cn1nnnc1Sc1ncnc2scc(-c3ccc(F)cc3)c12	.	9	.	5	.
50	CCOC(=O)N1CCN(c2nc(-c3cccc(OC)c3)cc(C(F)(F)F)n2)CC1	0.8	-11	21	-8	0.9
51	COc1ccc(NC(=O)C2C3C=CC4(CN(Cc5cccnc5)C(=O)C24)O3)c(OC)c1 (stereo unspecified)	1	-11	1	6	1.2
52	Cn1c(=O)c2cc(S(=O)(=O)NC(C(=O)Nc3cccnc3)c3ccccc3)ccc2n(C)c1=O (stereo unspecified)	0.6	-5	35	11	2.6*
53	Cc1cc(C)n(-c2nc(NCCC(C)C)c3c4c(sc3n2)COC(C)(C)C4)n1	0.9	-16	9	16	2.9*
54	CCCCn1ccnc1C(=O)c1cccc(S(=O)(=O)N2CC(C)CC(C)C2)c1 (stereo unspecified)	0.2	-3	79*	-10	1.6
55	Fc1ccc(N2CCN(C(c3cccs3)c3nnnn3C3CCCC3)CC2)cc1 (stereo unspecified)	0	-2	96*	10	1.4
56	Cc1ccc(-c2nc3ccccc3c(=O)n2CCN2CCOCC2)cc1	0.8	5	20	-19	0.9
57	Cc1c(N=C2Nc3cccc4cccc2c34)c(=O)n(-c2ccccc2)n1C	0.6	.	40	.	1
58	O=C(NC1=NCCS1)c1ccc(OCC2CCCO2)cc1 (stereo unspecified)	1	-15	0	6	0.9
59	Cc1cc(C)c2[nH]c(=O)c(C(c3nnnn3Cc3ccc4c(c3)OCO4)N3CCC(C)CC3)cc2c1 (stereo unspecified)	.	-17	.	-10	.
60	CN1CCN(P(=O)(c2ccccc2)c2nc3ccccc3s2)CC1 (stereo unspecified)	0.9	-7	11	14	1.6

item	CYP2C9 inh	HIV Rev-RRE inh	EphB4 antag	CYP2C9 activ
46	35	0	-1	0.7
47	39	1	0	0.6
48	42	11	-4	0.6
49	.	14	-5	.
50	47	6	7	0.5
51	16	1	-1	0.8
52	47	2	-5	0.5
53	30	2	4	0.7
54	90*	4	4	0.1
55	98*	6	-3	0
56	4	-5	-3	1
57	-32	.	.	1.3
58	8	11	3	0.9
59	.	8	-3	.
60	1	-1	-9	1

Following part:
item	Compound	CYP2C19 act	PLK1 kinase inh	CYP2C19 inh	Plk1 PBD FP	PLAP activator
61	Cc1cc2nc(CCN3CCOCC3)n(S(=O)(=O)c3ccc(C(C)(C)C)cc3)c2cc1C	.	-8	.	10	.
62	C=CCOc1ccc(CNn2nnnc2N)cc1	0.9	-14	10	-42	1.1
63	CCSc1nnc([C@H](Cc2ccccc2)NC(=O)OC(C)(C)C)o1	0.8	-6	21	-32	0.7
64	COC(=O)c1cc2c(ccn2-c2ccc(F)cc2)n1CC(C)C	0.8	-1	22	-20	1.1
65	CCOc1nc(Nc2ccc(OC)c(Cl)c2)nc(N2CCN(c3ccc(OC)cc3)CC2)n1	0.7	-1	31	3	1.4

item	CYP2C9 inh	HIV Rev-RRE inh	EphB4 antag	CYP2C9 activ
61	.	1	-8	.
62	-12	10	-1	1.1
63	29	2	-4	0.7
64	25	5	4	0.8
65	67*	1	-11	0.3
